PhoP inhibition = inhibitors of PhoP regulon expression, primary screen, Salmonella Typhimurium, GFP reporter (AID 1863); 0.16% of 300,000 active; S. Typhimurium PhoP-regulated promoter GFP reporter, 4 h; higher % means a stronger effect; inhibition, % at 50 µM, or IC50 in µM where a hit was titrated;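 active means inhibition over 29.93%, a cutoff 3 SD above the screen mean, later confirmed by dose response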;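 further: 0% = low Mg2+ inducing control and 100% = high Mg2+ repressing control; strong numbers were not always called active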
GPR55 antagonists = GPR55 antagonists blocking LPI-driven arrestin recruitment, primary screen, imaging, U2OS, beta-arrestin-GFP, LPI agonist (AID 2013); U2OS GPR55 beta-arrestin-GFP translocation imaging, LPI antagonism; higher % means a stronger effect; inhibition, % at 10 µM; hits with a dose series show IC50 in µM; 0.13% of 290,000 active;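 active means spots per cell inhibited over 60%, with over 100 cells counted and total cytoplasm intensity under 500,000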;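 further: U2OS cells stably carrying GPR55 and arrestin-GFP stimulated by 5 µM LPI near EC80; imaged beta-arrestin-GFP aggregate spots per cell after agonist stimulation; plate controls were LPI-stimulated DMSO wells for no effect and DMSO wells without LPI for full effect; some results filed as inactive read as strong as hits; confirmed hits need IC50 under 10 µM and bright autofluorescent wells are also inconclusive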
T cell HTS = modulates CD8 T cell binding to vesicles | 2C CD8+ T cell-vesicle binding, flow cytometry; active compounds read low | 0.068% of 330,000 active | AID 2052 | calls only at 7 µM;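 active means response, share of CD8 T cells binding vesicles, and their 90th percentile fluorescence all below set limits, cut at about 80% in these data, passing the limit was not always enough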
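incubation = binding step 1.5 h, 37 °C, antibody labelling 20 min, ice | test system = 2C mouse CD8+ T cells | read-out basis = percent CD8+ FL2 mean versus row control | controls = Peptide-free naked vesicles (low) and QL9 vesicles with 0.7% DMSO vehicle (high) | detection = flow cytometry of vesicle-bound cells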
GPR55 activation = selective activators of receptor GPR55 – imaging, U2OS cells, beta-arrestin-GFP redistribution, primary screen (AID 1961). U2OS GPR55 beta-arrestin-GFP redistribution imaging; higher % means a stronger effect. one-dose activation, % at 10 µM; EC50 in µM for titrated hits. 0.048% of 290,000 active;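 active means activation above 40% with more than 50 cells counted in the well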;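 further: U2OS osteosarcoma cells stably expressing GPR55 and beta-arrestin-GFP; plate controls were DMSO negative control for no effect and LPI positive control for full effect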
GPR35 antagonists = GPR35 antagonists blocking zaprinast-driven arrestin recruitment, primary screen, imaging, U2OS, beta-arrestin-GFP, zaprinast agonist (AID 2058). inhibition, % at 10 µM, or IC50 in µM where a hit was titrated. U2OS GPR35 beta-arrestin-GFP translocation imaging, zaprinast antagonism; higher % means a stronger effect. 0.052% of 290,000 active;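 active means inhibition of at least 50% with at least 30 cells and total cytoplasm GFP at most 10,000,000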
NTR1 agonist = NTR1-driven beta-arrestin-GFP spot formation – imaging, U2OS cells, high content, primary screen (AID 493036); P30989; agonist mode; activation, % at 20 µM; 0.17% of 330,000 active;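 active means activation at or above 40% of the spot to cytoplasm intensity ratio, with at least 20 cells analyzed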;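 further: 0% = DMSO without peptide and 100% = 100 nM NTR1 peptide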
Target sequence (P30989 whole entry, looked up): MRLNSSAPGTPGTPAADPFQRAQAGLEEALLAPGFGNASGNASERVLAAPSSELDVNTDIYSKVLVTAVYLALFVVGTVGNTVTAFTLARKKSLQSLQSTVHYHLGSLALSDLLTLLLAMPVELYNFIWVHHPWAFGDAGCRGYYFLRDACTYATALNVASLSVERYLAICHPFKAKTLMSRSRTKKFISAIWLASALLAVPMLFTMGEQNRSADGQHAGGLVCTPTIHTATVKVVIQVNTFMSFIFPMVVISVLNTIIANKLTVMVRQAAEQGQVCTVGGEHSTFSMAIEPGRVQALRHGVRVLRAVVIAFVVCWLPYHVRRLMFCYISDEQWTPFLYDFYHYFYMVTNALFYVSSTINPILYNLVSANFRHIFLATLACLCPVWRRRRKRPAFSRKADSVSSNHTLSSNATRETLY
KOR beta-arrestin-1 = kappa opioid receptor activators – cell-based, luminescence, uHTS, primary screen (AID 1777); KOR beta-arrestin recruitment, luminescence; higher % means a stronger effect; activation, % at 10 µM, or EC50 in µM where a hit was titrated; 0.02% of 280,000 active; in the data active means activation above about 50%, passing the limit was not always enough; further: a part of the inactive calls stands beside numbers as strong as those of hits
West Nile virus CPE = inhibition of WNV-induced cytopathic effect – cell-based, CPE readout (AID 1621); CPE inhibition, % at 10 µM; hits with a dose series show IC50 in µM; 0.02% of 290,000 active; West Nile virus-infected cells, CPE inhibition; higher % means a stronger effect; in the data active means a potency from the dose series; further: strong numbers were not always called active
KOR beta-arrestin-2 = KOR antagonists, beta-arrestin recruitment, cell-based, luminescence, uHTS (AID 1778). one-dose inhibition, % at 10 µM; IC50 in µM for titrated hits. KOR beta-arrestin recruitment, luminescence, antagonist mode; higher % means a stronger effect. 0.091% of 290,000 active; in the data active means inhibition above about 50%; further: strong numbers were not always called active
T cell HTS vesicle-bound % = also measured in T cell HTS; calls as there; double positive events, %; measured here: CD8+ vesicle-bound cell fraction;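 binding gate set so that unloaded-vesicle control wells show 10% double positive cells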
NTR1 agonist cell count 20 µM = further read-out of NTR1 agonist, marked with its call; cell count; measured here: cell count, cytotoxicity flag
* hit, by the source's call; i = inactive; . = not tested or not shown.

SMILES | PhoP inhibition | GPR55 antagonists | T cell HTS | T cell HTS vesicle-bound % | GPR55 activation | GPR35 antagonists | NTR1 agonist | NTR1 agonist cell count 20 µM | KOR beta-arrestin-1 | West Nile virus CPE | KOR beta-arrestin-2
Cn1c(=O)[nH]c(=O)c2c1[nH]c(=S)n2Cc1ccccc1 | 3.5% | 11.7% | i | 39.1 | 0.0% | -10.5% | -0.7 | 95 | 1.0% | 0.1% | -4.1%
COC(=O)c1ccccc1NC(=O)CSc1nc(O)cc(=O)n1C1CCCC1 | -6.1% | -1.5% | i | 31.1 | -0.2% | -3.8% | -0.3 | 60 | 13.7% | 0.3% | 8.9%
Cc1ccc(C2CC(=O)Nc3c2ccc2ccccc32)cc1[N+](=O)[O-] (stereo unspecified) | 4.6% | 12.6% | i | 15.6 | -0.1% | -15.0% | 12.9 | 59 | 7.3% | -2.0% | 8.5%
O=C(CC1C(=O)NCCN1Cc1ccccc1C(F)(F)F)NC1CCCCCC1 (stereo unspecified) | -5.8% | -10.8% | i | 4.9 | -0.2% | -7.0% | -0.3 | 50 | 7.2% | -0.2% | -25.8%
O=C(Nc1cccc(NC(=O)c2cccs2)c1)c1ccco1 | 3.3% | -7.4% | i | 33.0 | -0.1% | -4.0% | -1.6 | 95 | -2.7% | -1.1% | 0.0%
Nc1ccccc1OCCOCCOc1ccccc1N | 6.1% | 7.8% | i | 29.3 | 0.2% | 17.8% | -3.1 | 87 | 17.7% | 1.2% | -39.1%
COc1cc2[nH]c(=O)n(CCCCCC(=O)NCCCN3CCC(C)CC3)c(=O)c2cc1OC | 3.1% | 4.3% | i | 20.3 | 0.3% | 1.5% | 0.0 | 76 | -5.8% | -0.1% | 20.9%
Cn1c(=O)[nH]c(=O)c2c1nc(NC1CCCCC1)n2CCO | -1.5% | 4.9% | i | 20.5 | -0.1% | 4.3% | 0.3 | 73 | -2.4% | 0.2% | 27.0%
CC(C)[C@H](NC(=O)c1ccccc1Cl)C(=O)OCC(=O)NC(=O)NC1CCCC1 | 7.5% | -13.2% | i | 14.3 | -0.1% | 14.1% | 1.0 | 72 | -0.8% | 0.0% | -7.7%
COc1ccc(CCC(=O)NNC(=O)Cn2nc(C)cc2C)cc1 | -1.4% | 10.8% | i | 6.1 | -0.1% | -4.1% | -0.3 | 72 | 3.8% | 1.4% | -7.2%
Fc1ccc(C(c2nnnn2Cc2ccco2)N2CCN(C3CCCCC3)CC2)cc1 (stereo unspecified) | 6.3% | 9.8% | i | 46.2 | -0.1% | 0.4% | -5.1 | 99 | -7.3% | -0.2% | 50.4%
CC(=O)N(C)C(c1ccc(N(C)C)cc1)c1nnnn1-c1c(C)cccc1C (stereo unspecified) | -10.1% | 2.4% | i | 32.4 | 0.0% | -1.3% | -0.5 | 56 | 2.2% | -0.7% | -24.4%
CC1CCCN(C(=O)CCNS(=O)(=O)c2ccc3c(c2)oc(=O)n3C)C1 (stereo unspecified) | -2.2% | 2.7% | i | 7.2 | -0.2% | 3.9% | 0.4 | 67 | -0.3% | 0.0% | -12.7%
CN1CCN(S(=O)(=O)Cc2ccc(Cl)cc2)CC1 | 5.3% | 6.6% | i | 17.3 | 0.8% | 17.2% | -0.1 | 43 | -3.1% | 0.0% | -2.6%
COc1cccc(NC(=O)c2ccc3nc(C)sc3c2)c1 | -6.9% | 4.2% | i | 55.9 | 0.9% | 13.5% | 0.9 | 71 | -2.1% | -0.5% | -16.3%
Cc1ccc(S(=O)(=O)NCCc2nnc3ccc(SCc4cccnc4)nn23)cc1 | -2.1% | 1.0% | i | 35.1 | 0.3% | -10.3% | 1.4 | 45 | 1.8% | 0.0% | -25.5%
Cc1ccc(S(=O)(=O)N2CCOCC2)cc1C(=O)NC(=S)N(Cc1ccccc1)C(C)C | -5.8% | -3.0% | i | 6.5 | -0.3% | -8.0% | 3.0 | 68 | 3.6% | -0.2% | -1.3%
O=C(CN1CCCCC1)Nc1cc(Cl)ccc1Oc1ccccc1 | 2.5% | 1.2% | i | 21.5 | -0.7% | 17.3% | 12.3 | 55 | 9.3% | -0.9% | 20.3%
CC(C)C(=O)Nc1cccc(C(=O)Nc2nnc(C(C)(C)C)s2)c1 | 0.2% | 2.2% | i | 14.0 | 0.2% | 9.5% | 2.1 | 46 | 8.2% | 0.1% | -2.8%
O=C1Nc2cc(C(=O)N3CCN(Cc4ccccc4)CC3)ccc2SC1N1CCOCC1 (stereo unspecified) | -2.2% | 3.1% | i | 22.8 | 0.3% | -0.6% | -0.7 | 49 | 1.8% | . | 6.7%
CCCCC(=O)OCc1cn(-c2ccc(Cl)cc2)nn1 | 3.5% | 24.6% | i | 28.1 | -0.1% | 8.3% | -2.7 | 61 | 3.0% | -0.4% | -7.2%
Cc1ccc(OCCSc2nc(NC(C)C)nc(NC(C)C)n2)cc1 | 0.8% | 10.9% | i | 17.6 | -0.1% | 24.3% | 23.5 | 68 | 4.0% | -1.1% | 13.0%
COCCn1c(SCc2nc(N)nc(Nc3ccccc3C)n2)nc2ccccc2c1=O | 2.1% | 3.5% | i | 42.4 | -0.1% | 9.1% | 1.7 | 98 | -1.7% | 0.3% | 6.7%
COc1ccc(CCNC(=O)C2CC(=O)N(C3CCCCCCC3)C2)cc1OC (stereo unspecified) | -1.4% | 19.2% | i | 28.6 | 0.4% | 7.9% | 0.5 | 86 | 2.2% | 0.2% | -10.1%
CCOC(=O)c1c(-c2ccccc2)oc2ccc(OCC)cc12 | 4.0% | 3.6% | i | 52.2 | 0.1% | 0.1% | 7.2 | 76 | 3.7% | -0.8% | -27.2%
Cc1ccnc(N/N=C/c2ccco2)n1 | -7.9% | 22.0% | i | 5.0 | 0.8% | -21.5% | 0.5 | 49 | -6.2% | -0.4% | 0.0%
Cc1ccc(C(=O)Nc2cnc3sc(C)nn3c2=O)cc1 | 7.0% | -4.5% | i | 59.1 | -0.1% | 3.9% | 1.8 | 31 | 0.2% | -0.3% | -24.9%
O=C(NCc1ccccc1)c1onc(CSc2ccc(Cl)cc2)c1C(=O)NCc1ccccc1 | -6.6% | 3.5% | i | 9.9 | -0.1% | -13.7% | -1.9 | 98 | 1.0% | -1.0% | 6.2%
CN(Cc1ccccc1)c1nc2c(c(=O)[nH]c(=O)n2C)n1CCCSc1ncccn1 | 22.9% | -3.5% | i | 55.1 | -0.3% | -2.9% | -2.0 | 74 | 2.8% | 1.2% | -31.4%
CC(=O)C1=C(C)NC(SCC(=O)c2ccc(Cl)cc2)=C(C#N)C1c1ccco1 (stereo unspecified) | -17.4% | 14.1% | i | 23.9 | -0.2% | -4.1% | 5.1 | 52 | -0.2% | 0.2% | -9.8%
CCc1noc(C)c1C(=O)N1CCSC1=Nc1cccc(Cl)c1C | 5.9% | 19.0% | i | 31.7 | -0.1% | 6.9% | 2.5 | 70 | -1.7% | 0.8% | 26.7%
CN(C)c1ccc(-n2cccc2/C=C/[N+](=O)[O-])cc1 | -4.6% | -1.9% | i | 64.2 | -0.3% | -14.0% | 63.1* | 68* | 7.2% | . | -40.0%
O=C(c1ccc2c(c1)OCO2)N(CC1CCCO1)C1(C(=O)NC2CCCCC2)CCCCC1 (stereo unspecified) | 1.1% | 8.8% | i | 27.5 | -0.1% | -5.9% | 4.5 | 74 | 14.8% | -0.3% | 23.3%
Cn1ncc(C(N)=O)c1NC(=S)NC(=O)c1ccc(Br)o1 | -4.4% | 38.6% | i | 9.6 | 0.0% | 8.7% | -0.4 | 52 | -2.3% | 0.1% | 12.2%
O=C(NN1C(=O)/C(=C/c2ccc(O)c(O)c2)SC1=S)c1ccccc1 | 6.3% | 35.0% | i | 58.7 | -0.2% | -4.3% | 1.0 | 61 | -7.7% | -1.9% | 24.9%
CCCCC(=O)Nc1nn(CCC)c2nc3ccccc3cc12 | -11.1% | 9.1% | i | 41.1 | -0.1% | 3.5% | 1.0 | 61 | -2.9% | 0.1% | -30.7%
COCc1nc(-c2ccc(-c3ccc(C)cc3)nc2OC)no1 | -9.3% | -3.2% | i | 10.8 | 0.1% | -17.7% | 2.8 | 85 | 7.5% | 0.3% | -8.2%
CSCCC(NC(=O)c1ccco1)C(=O)OCC(=O)Nc1ncc(Cl)c(C)c1Cl (stereo unspecified) | -7.7% | -5.4% | i | 43.3 | 0.3% | -9.4% | -0.9 | 61 | 16.2% | 0.2% | 2.2%
COc1ccc(C(=O)NNC(=O)C(NC(=O)c2ccccc2NC(=O)c2ccco2)C(C)C)cc1 (stereo unspecified) | 7.9% | 19.0% | i | 64.6 | -0.3% | -17.3% | -0.4 | 79 | 10.0% | -0.8% | -17.6%
Cc1ccc(CNCCNCCO)s1 | -1.2% | -2.0% | i | 54.6 | -0.2% | -2.2% | 0.5 | 45 | 6.6% | 0.2% | -9.2%
Cc1cc(C)c(C#N)c(SCc2nc3ccccc3c(=O)[nH]2)n1 | -3.0% | 13.3% | i | 65.0 | -0.3% | -11.6% | -0.1 | 42 | 4.7% | -0.1% | 7.7%
O=C(NCCc1ccc(Cl)cc1)C12CC3CC(CC(O)(C3)C1)C2 | -3.3% | 10.5% | i | 65.4 | -0.1% | -1.5% | 0.8 | 75 | -1.9% | -0.8% | 6.3%
O=[N+]([O-])c1cc(Oc2cccnc2)cc([N+](=O)[O-])c1 | -1.8% | -11.5% | i | 67.7 | 0.6% | 8.6% | 0.0 | 98 | 5.5% | -1.6% | -75.1%
CC12CCC(C(=O)NCc3ccccc3Cl)(C(Br)C1=O)C2(C)C (stereo unspecified) | -7.8% | 5.1% | i | 24.4 | -0.3% | -8.6% | -0.4 | 67 | 2.0% | -0.4% | -16.8%
O=S1(=O)N=C(N(CCO)/N=C/c2ccccc2F)c2ccccc21 | -4.9% | 8.1% | i | 10.9 | -0.1% | 4.2% | -0.1 | 69 | -5.4% | -1.1% | -15.1%
O=C(O)COc1ccccc1C1C2C(=O)N(c3ccc(F)cc3)C(=O)C2ON1c1ccccc1 (stereo unspecified) | 2.3% | 9.9% | i | 38.0 | -0.1% | -4.3% | -0.5 | 40 | -0.6% | 0.2% | 15.9%
Cc1cc(NC(=O)c2noc3c2CCCCC3)nn1Cc1ccc(Cl)cc1 | -6.2% | 17.5% | i | 8.4 | 0.5% | -10.0% | 5.4 | 86 | 9.9% | -0.3% | 7.8%
